High-throughput results deposited in PubChem by several laboratories.
KCNK9 inh: inhibitors of human KCNK9 two-pore domain potassium channel | HEK293 KCNK9, FluxOR thallium flux fluorescence; active compounds read low | B-score at 10 µM | actives 1.2% (n = 310,000) | AID 488922;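 active means ratio B-score over 3 SD below the library mean, with starting fluorescence within 5 SD of its mean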;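 further: negative B-score means less thallium flux so channel inhibition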
TRPC4 act: opens the mouse TRPC4 cation channel; B-score at 10 µM; actives 0.49% (n = 310,000); Q9QUQ5; HEK293 TRPC4beta/mu-opioid, Fluo4 calcium fluorescence; active compounds read high;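 active means B-score above 5 SD of library B-scores, and initial fluorescence ratio not above library mean plus 5 SD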;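 further: positive B-score marks a calcium rise read as TRPC4 activation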
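Assay system: HEK293 cells stably co-expressing mouse TRPC4beta and mu-opioid receptor / Timing: Fluo4 dye loading 45 min at room temperature, 110 s recording / Signal: Fluo4 calcium-sensitive dye fluorescence, kinetic, 1 Hz baseline / Read-out: integrated baseline-normalised fluorescence ratio, converted to per-well B score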
hERG rescue: compounds protecting human hERG from proarrhythmic drug block | Q12809 | CHO-hERG, FluxOR thallium flux, dofetilide IC70 present | activation (rescue from dofetilide block), less the hit threshold, % at 10 µM | actives 0.51% (n = 310,000) | AID 1511;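 active means activation above the mean of controls blocked by dofetilide plus 5 SD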;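 further: thallium influx through hERG after potassium depolarization seen as dye fluorescence rise; in these data hits start at about 4.7%; inactives centre near -7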
KCNK3 block: human KCNK3 channel inhibition, primary screen. CHO-KCNK3 thallium flux, FluxOR fluorescence; active compounds read low. B-score at 10 µM. actives 0.84% (n = 340,000). AID 602410;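 active means B-score under library mean minus 4 SD, starting fluorescence ratio at most library mean plus 5 SD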;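 further: more negative B-score means stronger inhibition of thallium flux through KCNK3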
Target sequence (O14649 whole entry, looked up): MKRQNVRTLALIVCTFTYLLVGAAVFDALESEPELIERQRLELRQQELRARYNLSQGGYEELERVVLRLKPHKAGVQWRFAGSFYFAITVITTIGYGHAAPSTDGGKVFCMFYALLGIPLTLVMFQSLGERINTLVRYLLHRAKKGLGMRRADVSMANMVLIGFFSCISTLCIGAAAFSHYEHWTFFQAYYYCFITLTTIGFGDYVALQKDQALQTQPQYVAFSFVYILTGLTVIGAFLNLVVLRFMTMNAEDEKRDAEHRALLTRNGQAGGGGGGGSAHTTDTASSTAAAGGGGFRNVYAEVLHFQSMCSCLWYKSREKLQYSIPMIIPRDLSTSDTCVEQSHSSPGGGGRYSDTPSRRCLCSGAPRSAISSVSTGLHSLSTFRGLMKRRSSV
KCNQ1 inh: human KCNQ1 channel inhibition; CHO-K1 KCNQ1, FluxOR thallium flux fluorescence; active compounds read high; B-score at 10 µM; actives 1.3% (n = 310,000);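 active means compounds whose thallium flux B-score, printed positive for inhibition, exceeds three library SD while starting fluorescence stays within three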;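 further: channel opened by potassium depolarization with thallium stimulus after 20 min compound exposure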
Target sequence (P51787 whole entry, looked up): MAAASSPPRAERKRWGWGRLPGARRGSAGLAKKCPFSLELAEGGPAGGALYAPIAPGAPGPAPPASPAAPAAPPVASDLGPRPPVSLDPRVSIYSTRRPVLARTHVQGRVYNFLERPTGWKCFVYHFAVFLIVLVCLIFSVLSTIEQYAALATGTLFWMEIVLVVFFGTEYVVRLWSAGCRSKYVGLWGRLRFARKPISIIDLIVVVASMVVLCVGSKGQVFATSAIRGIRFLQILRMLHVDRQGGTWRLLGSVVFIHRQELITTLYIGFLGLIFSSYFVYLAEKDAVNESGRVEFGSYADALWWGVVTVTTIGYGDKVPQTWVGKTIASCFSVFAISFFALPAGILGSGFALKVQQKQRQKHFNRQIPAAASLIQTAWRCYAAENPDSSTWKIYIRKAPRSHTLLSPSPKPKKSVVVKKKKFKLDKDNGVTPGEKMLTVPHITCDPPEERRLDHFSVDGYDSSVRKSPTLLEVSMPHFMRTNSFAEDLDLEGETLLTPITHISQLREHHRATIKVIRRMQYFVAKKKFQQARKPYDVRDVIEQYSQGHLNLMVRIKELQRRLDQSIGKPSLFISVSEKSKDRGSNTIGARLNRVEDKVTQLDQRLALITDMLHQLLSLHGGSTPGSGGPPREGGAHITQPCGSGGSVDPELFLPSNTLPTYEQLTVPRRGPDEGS
HDAC3 inh: blocks human histone deacetylase 3. inhibition, % at 8.3 µM. AID 2718. actives 0.15% (n = 320,000). recombinant HDAC3, fluorogenic peptide/trypsin coupled, fluorescence. O15379; in the data active means inhibition above about 26%, passing the limit was not always enough
ANO1 block: mouse TMEM16A channel inhibition, primary screen | normalized B-score (activity score, 25-100; higher = stronger inhibition) at 10 µM | actives 1.2% (n = 310,000) | HEK293 TMEM16A/YFP iodide influx fluorescence, ionomycin;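 active means ratio plate-corrected score three or more library SD toward inhibition, starting fluorescence score within five deviations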;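 further: score derived from kinetic fluorescence span divided by baseline fluorescence per well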
DYRK1A inh: blocks rat Dyrk1A kinase activity | inhibition, % at 12.5 µM | Q63470 | ADP-Glo luminescence, NFATc1 peptide | actives 0.43% (n = 310,000); in the data active means inhibition above about 50%;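 further: plate controls were vehicle with enzyme for no effect and no enzyme for full effect; many of its hits are not listed in these tables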
TRPC4 PAM: allosterically enhances the mouse TRPC4 cation channel | Q9QUQ5 | HEK293 TRPC4beta/mu-opioid, DAMGO EC20, Fluo-4 Ca2+ flux; active compounds read high | B-score at 10 µM | actives 0.42% (n = 310,000) | AID 2227;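 active means B-score of calcium response area above 5 SD of library B-scores, with initial fluorescence ratio within 5 SD of library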;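 further: B-score of integrated fluorescence ratio over time as area under calcium response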
TMEM16A act: mouse TMEM16A channel activation, primary screen; Q8BHY3; HEK293 TMEM16A/YFP-H148Q/I152L, iodide quench fluorescence; active compounds read low; B-score at 10 µM; actives 0.3% (n = 340,000); AID 623877;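 active means fluorescence-ratio B-score plate-corrected deviation score at least 3 library SD below zero, with starting fluorescence score within 5 deviations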;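 further: channel opened by trigger with iodide after compound preincubation; score built on the fluorescence ratio of max minus min over baseline; more negative score means more quench and so TMEM16A activation or potentiation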
KCNQ1 pot: potentiates or activates the human KCNQ1 potassium channel. P51787. CHO-K1 KCNQ1, thallium flux FluxOR fluorescence; active compounds read high. B-score at 10 µM. actives 0.35% (n = 310,000). AID 2648;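 active means fluorescence ratio B-score, a plate-corrected score, at least three library SD, with initial intensity B-score within 5 SD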
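Doses: Single concentration per compound, DMSO matched to controls | Test system: KCNQ1-transfected CHO-K1 cells | Timing: 90 min dye loading and 20 min compound exposure, both at room temperature | Measured by: Kinetic FluxOR thallium fluorescence, 10-s 1-Hz baseline, 110-s post-stimulus read | Medium: Assay buffer with matched DMSO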
* = called active by the depositor; i = inactive; . = no result given. An excerpt; the hit share may differ from the screen's.

SMILES | KCNK9 inh | TRPC4 act | hERG rescue | KCNK3 block | KCNQ1 inh | HDAC3 inh | ANO1 block | DYRK1A inh | TRPC4 PAM | TMEM16A act | KCNQ1 pot
Cc1ccc(N(CCC#N)C(=O)COC(=O)c2ccccn2)cc1 | i | i | -12 | i | i | -12 | i | -2 | i | i | i
COc1ccc(C(=O)NCC(=O)OCc2ccc(F)cc2Cl)cc1OC | i | i | -13 | i | i | 5 | i | -2 | i | i | i
CCCNC(=O)Cn1cnc2sc(C(=O)NCCCN3CCOCC3)c(C)c2c1=O | i | i | -7 | i | i | 7 | i | 1 | i | i | i
COc1ccc2c(c1)Cc1sc(NC(C)=O)nc1-2 | i | i | -2 | i | i | 1 | i | 5 | i | i | i
Cc1cc(OCc2cc(C(=O)N(C)Cc3ccccn3)no2)cc(C)c1Cl | i | i | -5 | i | i | 4 | i | 4 | i | i | i
CC(=O)O[C@H](CC(=O)O)C[N+](C)(C)C | i | i | -5 | i | i | 4 | i | 9 | i | i | i
S=C(NCCc1ccccn1)NC1CCCCC1 | i | 97* | -11 | i | i | 0 | i | -6 | i | i | i
COc1ccccc1NC(=O)CSc1nnc(C2CCCCC2)n1-c1ccccc1 | i | i | -9 | i | i | -1 | i | -2 | i | i | i
CC(C)C(C)NC(=O)COc1ccc([N+](=O)[O-])cc1Cl (stereo not drawn) | i | i | -6 | i | i | -1 | i | -5 | i | i | i
O=C(NCc1ccccc1)C1=C[C@@H](c2ccc(C(F)(F)F)cc2)C[C@@H](OCc2ccc(CO)cc2)O1 | i | i | -8 | i | i | 21 | i | 2 | i | i | i
O=C1/C(=C/c2ccc(N3CCCC3)cc2)NC(=S)N1C1CC1 | i | i | -12 | i | i | 9 | i | -1 | i | i | i
COCCN(C(=O)CCC(=O)Nc1cc(C)on1)C(C(=O)NC1CCCC1)c1ccccc1F (stereo not drawn) | i | i | -5 | i | i | -2 | i | -3 | i | i | i
CC(C)(CNC(=O)Cc1ccc(NS(=O)(=O)c2cccc(C(F)(F)F)c2)cc1)N1CCOCC1 | i | i | -9 | i | i | . | i | 3 | i | i | i
Cc1cc(C)n(-c2cc(=O)n(C)c(=O)n2C)n1 | i | i | -6 | i | i | 1 | i | 6 | i | i | i
Cc1nc(C)c(C(=O)C2=C(O)C(=O)N(CCN3CCOCC3)C2c2cccnc2)s1 (stereo not drawn) | i | i | -2 | i | i | 4 | i | -1 | i | i | i
COc1cc(CN(C)CCc2ccccn2)cc(OC)c1OC | i | i | -4 | i | i | 7 | i | 3 | i | i | i
O=[N+]([O-])c1ccc(N2CCNCC2)c(S(=O)(=O)N2CCOCC2)c1 | i | i | -8 | i | i | -5 | i | -1 | i | i | i
Brc1ccccc1-c1nnc(COc2cccc3cccnc23)o1 | i | i | -15 | i | i | -1 | i | -2 | i | i | i
Cc1cccc2cc(C3CC(c4ccco4)=NN3C(=O)CCC(=O)O)c(Cl)nc12 (stereo not drawn) | i | i | -11 | i | i | 9 | i | -3 | i | i | i
CC(=O)Nc1ccc(NS(=O)(=O)c2c(Cl)cccc2Cl)cc1 | i | i | -5 | i | i | 2 | i | 7 | i | i | i

11 structures out of the list, arranged by heavy-atom count, low to high.
SMILES | KCNK9 inh | TRPC4 act | hERG rescue | KCNK3 block | KCNQ1 inh | HDAC3 inh | ANO1 block | DYRK1A inh | TRPC4 PAM | TMEM16A act | KCNQ1 pot
CC(=O)O[C@H](CC(=O)O)C[N+](C)(C)C | i | i | -5 | i | i | 4 | i | 9 | i | i | i
Cc1cc(C)n(-c2cc(=O)n(C)c(=O)n2C)n1 | i | i | -6 | i | i | 1 | i | 6 | i | i | i
COc1ccc2c(c1)Cc1sc(NC(C)=O)nc1-2 | i | i | -2 | i | i | 1 | i | 5 | i | i | i
CC(C)C(C)NC(=O)COc1ccc([N+](=O)[O-])cc1Cl (stereo not drawn) | i | i | -6 | i | i | -1 | i | -5 | i | i | i
CC(=O)Nc1ccc(NS(=O)(=O)c2c(Cl)cccc2Cl)cc1 | i | i | -5 | i | i | 2 | i | 7 | i | i | i
O=[N+]([O-])c1ccc(N2CCNCC2)c(S(=O)(=O)N2CCOCC2)c1 | i | i | -8 | i | i | -5 | i | -1 | i | i | i
Cc1cc(OCc2cc(C(=O)N(C)Cc3ccccn3)no2)cc(C)c1Cl | i | i | -5 | i | i | 4 | i | 4 | i | i | i
Cc1cccc2cc(C3CC(c4ccco4)=NN3C(=O)CCC(=O)O)c(Cl)nc12 (stereo not drawn) | i | i | -11 | i | i | 9 | i | -3 | i | i | i
COc1ccccc1NC(=O)CSc1nnc(C2CCCCC2)n1-c1ccccc1 | i | i | -9 | i | i | -1 | i | -2 | i | i | i
COCCN(C(=O)CCC(=O)Nc1cc(C)on1)C(C(=O)NC1CCCC1)c1ccccc1F (stereo not drawn) | i | i | -5 | i | i | -2 | i | -3 | i | i | i
O=C(NCc1ccccc1)C1=C[C@@H](c2ccc(C(F)(F)F)cc2)C[C@@H](OCc2ccc(CO)cc2)O1 | i | i | -8 | i | i | 21 | i | 2 | i | i | i

Back to the main list, repeating the 2 entries before the break.
SMILES | KCNK9 inh | TRPC4 act | hERG rescue | KCNK3 block | KCNQ1 inh | HDAC3 inh | ANO1 block | DYRK1A inh | TRPC4 PAM | TMEM16A act | KCNQ1 pot
Cc1cccc2cc(C3CC(c4ccco4)=NN3C(=O)CCC(=O)O)c(Cl)nc12 (stereo not drawn) | i | i | -11 | i | i | 9 | i | -3 | i | i | i
CC(=O)Nc1ccc(NS(=O)(=O)c2c(Cl)cccc2Cl)cc1 | i | i | -5 | i | i | 2 | i | 7 | i | i | i
CN(C)CCCN(C(=O)COc1ccccc1)c1nc2cc3c(cc2s1)OCO3 | i | i | -16 | i | i | . | i | 3 | i | i | i
COc1ccc(OC)c(-c2oc3ccccc3c(=O)c2O)c1 | i | i | -8 | i | i | 2 | i | 3 | i | i | i
CC[C@@H](C)[C@@H](C(=O)N1CCNCC1)n1cc(CCC(=O)O)nn1 | i | i | -5 | i | i | -1 | i | 2 | i | i | i
COc1ccc(N/C(=C2\CCCC2=O)C2CCCCC2)cc1 | i | i | -17 | i | i | 2 | i | -3 | i | i | i
CN(C)CCCNc1c2c(nc3cc(-c4cccc(F)c4)nn13)CCC2 | i | 123* | -17 | i | i | -5 | i | -2 | i | i | i
COc1cc(CNn2c(C)n[nH]c2=S)cc(Br)c1OCc1ccc(F)cc1 | i | i | -8 | i | i | 8 | i | 3 | i | i | i
CCOc1cc(N2CCOCC2)c(OCC)cc1NC(=O)CN1CCCC(C)C1 (stereo not drawn) | i | i | -10 | i | i | 1 | i | 1 | i | i | i
N#Cc1cc2ccccc2n2nnnc12 | i | i | -8 | i | i | 0 | i | -5 | i | i | i
COc1ccc(NC(=O)c2csc3c2CCCCC3)c(OC)c1 | i | i | -11 | i | i | -1 | i | -1 | i | i | i
COc1ccc(CNc2oc(Cc3cccc4ccccc34)nc2C#N)cc1 | i | i | -9 | -14* | i | 17 | i | -8 | i | i | i
CCOc1cccc(CN2CCN(c3cccc(C(F)(F)F)c3)CC2)c1O | i | i | -18 | i | i | 7 | i | 2 | i | i | i
COc1ccc(CCNC(=O)CN2CCN(S(=O)(=O)c3ccc(Cl)cc3)CC2)cc1OC | i | i | -2 | i | i | -1 | i | -2 | i | i | i
COC(=O)C1=C(C)N(C)C(=S)N(C)C1c1cccc(Br)c1 (stereo not drawn) | i | i | -16 | i | i | 1 | i | -6 | i | i | i
COC(=O)c1cc(=O)n(-c2c(Cl)cc(C(F)(F)F)cc2Cl)[nH]1 | i | i | -5 | i | i | -3 | i | 2 | i | i | i
COCc1cc(=O)[nH]c(Nc2nc(C)c3cc(OC)ccc3n2)n1 | i | i | -9 | . | i | 2 | i | . | i | . | i
Cc1ccc(S(=O)(=O)/N=C2/NC(=O)/C(=C/c3ccccn3)S2)cc1 | i | i | -14 | i | i | 3 | i | 27 | i | i | i
CN(C)S(=O)(=O)c1ccc(N2CCCC2)c(C(=O)Nc2nc3c(ccc4ccccc43)s2)c1 | i | i | -5 | i | i | -8 | i | 6 | i | i | i
O=C(NCCN1CCCCC1)c1cc(COc2c(F)cccc2F)on1 | i | i | -6 | i | i | -5 | i | 2 | i | i | i
COc1ccc(-n2nnnc2-c2ccc(S(C)(=O)=O)cc2Cl)cc1 | i | i | -5 | i | i | 1 | i | 3 | i | i | i
COc1cc2c(cc1NC(=O)CSc1ccccn1)oc1ccccc12 | -7.3* | i | -9 | i | i | -6 | i | -6 | i | i | i
CCN1CCN(S(=O)(=O)c2ccc(Cl)c(C(=O)N(C)Cc3ccc(Cl)cc3Cl)c2)CC1 | i | i | -10 | i | i | 0 | i | 1 | i | i | i
Cc1ccc(C)c(N2CCN(C(=O)c3cc(S(=O)(=O)N4CCCC4)cn3C)CC2)c1 | i | i | -10 | i | i | . | i | -1 | i | i | i
COc1ccc(C2C(C#N)=C(N)Oc3cc(N)ccc32)cc1 (stereo not drawn) | i | i | -5 | i | i | -4 | i | . | i | i | i
Cc1cc(NC(=O)CCC(=O)N(Cc2ccco2)C2(C(=O)NC3CCCC3)CCCCC2C)no1 (stereo not drawn) | i | i | -2 | i | i | 2 | i | -8 | i | i | i
CCC(C)(C)C(=O)Nc1nnc(CCc2ccccc2)s1 | i | i | -4 | i | i | -1 | i | 7 | i | i | i
COc1ccccc1CNC(=O)CCNS(=O)(=O)c1ccc2c(c1)oc(=O)n2C | i | i | -7 | i | i | 7 | i | -7 | i | i | i
O=C(C1=NN(c2ccccc2)C2C(=O)N(c3ccccc3)C(=O)C12)c1ccccc1 (stereo not drawn) | i | i | -6 | i | i | -1 | i | -6 | i | i | i
COc1cc(NC(=O)Cc2ccc(S(=O)(=O)N3CCOCC3)s2)c(OC)cc1Cl | i | i | -18 | i | i | 1 | i | 4 | i | i | i
